High-throughput results: PubChem BioAssay, Southern Research Specialized Biocontainment Screening Center
M. tuberculosis HTS: M. tuberculosis growth inhibition, HTS (AID 449762). 330,000 tested, 0.59% active. M. tuberculosis H37Rv growth inhibition, 7H9 media; higher % means a stronger effect. inhibition, % at 25 µM, or IC50 in µM where a hit was titrated; in the data active = a potency from the dose series; inconclusive = inhibition above about 70% without an active follow-up result;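 also: bacterial growth assessed after seven days of incubation; strong numbers were not always called active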
H1N1 NS1A inhibition: NS1A inhibition, H1N1 influenza, cell based functional assay (AID 504329). one-dose inhibition, % at 12.5 µM; IC50 in µM for titrated hits. NS1A functional cell-based assay, percent inhibition; higher % means a stronger effect. 340,000 tested, 0.3% active; in the data active = a potency from the dose series; inconclusive = inhibition above about 27% without an active follow-up result; also: strong numbers were not always called active
M. tuberculosis: growth inhibition of non-replicating M. tuberculosis (AID 488890); Mycobacterium tuberculosis non-replicating, growth inhibition; higher % means a stronger effect; one-dose inhibition, % at 25 µM; IC50 in µM for titrated hits; 320,000 tested, 0.39% active; in the data active = a potency from the dose series; inconclusive = inhibition mostly from about 82% at the one dose, without a potency; inactive = the rest, 99 in 100 with inhibition below about 76%;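 also: plate controls were DMSO cells for no effect and high antibiotic wells for full effect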
Salmonella PhoP GFP: PhoP regulon inhibitors, Salmonella typhi PhoP promoter GFP reporter, confirmatory (AID 1850) | 310,000 tested, 0.33% active | inhibition, % at 50 µM, or IC50 in µM where a hit was titrated | Salmonella Typhi PhoP-promoter GFP reporter, fluorescence, 4 h; higher % means a stronger effect; in the data active = a potency from the dose series; inconclusive = inhibition mostly from about 25% at the one dose, without a potency; inactive = the rest, 99 in 100 with inhibition below about 19%;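 also: 0% = induced wells with vehicle and 100% = uninduced wells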
inhibitors of VEEV: inhibitors of VEEV TC-83 cytopathic effect, confirmation, Vero cells (AID 588727) | Vero cells, VEEV TC-83 cytopathic effect inhibition; higher % means a stronger effect | inhibition, % at 20 µM; hits with a dose series show IC50 in µM | 350,000 tested, 0.13% active; in the data active = a potency from the dose series; inconclusive = inhibition mostly from about 14% at the one dose, without a potency; inactive = the rest, 99 in 100 with inhibition below about 12%; also: strong numbers were not always called active
* = called active by the depositor; i = inactive; ? = inconclusive; · = no result given; & = joins results of further samples.

| No. | smiles | M. tuberculosis HTS | H1N1 NS1A inhibition | M. tuberculosis |
| --- | --- | --- | --- | --- |
| 1 | C[C@]12CC3CC(N)(C1)C[C@@](C)(C3)C2 | -4% | -4% | -1% |
| 2 | COc1ccccc1OCC(O)COC(N)=O (stereo unspecified) | 11% | 2% | 29% |
| 3 | Cc1cc2c(s1)Nc1ccccc1N=C2N1CCN(C)CC1 | -6% | 8% | 1% |
| 4 | O=C1N(c2ccccc2)c2ccccc2C1(Cc1ccncc1)Cc1ccncc1 | 4% | -5% | 11% |
| 5 | CCCn1ncc(CN2CCCC(C(=O)c3cccc(OC(C)C)c3)C2)c1C (stereo unspecified) | -13% | 10% | -4% |
| 6 | N=C(N=C(N)N)N1CCOCC1 | 4% | -6% | 2% |
| 7 | Cc1coc2c1C(=O)C(=O)c1c-2ccc2c1CCCC2(C)C | ? | 15% | ? |
| 8 | CC1=NN(c2ccccc2)C(=O)C1 | -6% | 1% | -3% |
| 9 | CN1CCC(=C2c3ccccc3CCc3sccc32)CC1 | 5%&6% | 3% | 42%&42% |
| 10 | CN(C)C/C=C(/c1ccc(Br)cc1)c1cccnc1 | 21% | -4% | 3% |
| 11 | COc1ccc(CN(CCN(C)C)c2ccccn2)cc1 | -2%&-7% | 5%&-12%&-12% | -1%&-10% |
| 12 | CCOc1ccc(S(=O)(=O)N2CCCCCC2)c2ccccc12 | -7% | -18% | -3% |
| 13 | CC(C)Cn1cnc2c1c(=O)n(C)c(=O)n2C | -2% | 4% | -8% |
| 14 | CC(=O)N1C[C@H](O)C[C@H]1C(=O)O | 11% | -5% | -1% |
| 15 | C/C=C/C=N\NC(=O)c1ccncc1 | ? | -9% | 57% |

| No. | Salmonella PhoP GFP | inhibitors of VEEV |
| --- | --- | --- |
| 1 | 6% | 0.4% |
| 2 | -6% | i |
| 3 | -15% | 0.9% |
| 4 | -7% | i |
| 5 | 3% | 0.5% |
| 6 | 6% | 0.6% |
| 7 | 11% | 6.0% |
| 8 | 6%&-2% | 0.2% |
| 9 | 5% | 0.9% |
| 10 | 0% | i |
| 11 | 6%&-13% | 0.8%&0.8% |
| 12 | -4% | i |
| 13 | -8% | 0.1% |
| 14 | -14% | 1.9% |
| 15 | 6% | 0.5% |

Among those listed so far, these contain a thiophene ring, fused or not.
| No. | smiles | M. tuberculosis HTS | H1N1 NS1A inhibition | M. tuberculosis |
| --- | --- | --- | --- | --- |
| 3 | Cc1cc2c(s1)Nc1ccccc1N=C2N1CCN(C)CC1 | -6% | 8% | 1% |
| 9 | CN1CCC(=C2c3ccccc3CCc3sccc32)CC1 | 5%&6% | 3% | 42%&42% |

| No. | Salmonella PhoP GFP | inhibitors of VEEV |
| --- | --- | --- |
| 3 | -15% | 0.9% |
| 9 | 5% | 0.9% |

Filtered by structure, those above with an aryl methoxy group.
| No. | smiles | M. tuberculosis HTS | H1N1 NS1A inhibition | M. tuberculosis |
| --- | --- | --- | --- | --- |
| 2 | COc1ccccc1OCC(O)COC(N)=O (stereo unspecified) | 11% | 2% | 29% |
| 11 | COc1ccc(CN(CCN(C)C)c2ccccn2)cc1 | -2%&-7% | 5%&-12%&-12% | -1%&-10% |

| No. | Salmonella PhoP GFP | inhibitors of VEEV |
| --- | --- | --- |
| 2 | -6% | i |
| 11 | 6%&-13% | 0.8%&0.8% |

An excerpt of these results, with bars between the fields.
nr | Molecule | M. tuberculosis HTS | H1N1 NS1A inhibition | M. tuberculosis | Salmonella PhoP GFP | inhibitors of VEEV
3 | Cc1cc2c(s1)Nc1ccccc1N=C2N1CCN(C)CC1 | -6% | 8% | 1% | -15% | 0.9%
4 | O=C1N(c2ccccc2)c2ccccc2C1(Cc1ccncc1)Cc1ccncc1 | 4% | -5% | 11% | -7% | i
5 | CCCn1ncc(CN2CCCC(C(=O)c3cccc(OC(C)C)c3)C2)c1C (stereo unspecified) | -13% | 10% | -4% | 3% | 0.5%
6 | N=C(N=C(N)N)N1CCOCC1 | 4% | -6% | 2% | 6% | 0.6%
7 | Cc1coc2c1C(=O)C(=O)c1c-2ccc2c1CCCC2(C)C | ? | 15% | ? | 11% | 6.0%
8 | CC1=NN(c2ccccc2)C(=O)C1 | -6% | 1% | -3% | 6%&-2% | 0.2%

Remaining list, next part:
| No. | smiles | M. tuberculosis HTS | H1N1 NS1A inhibition | M. tuberculosis |
| --- | --- | --- | --- | --- |
| 16 | C[C@H]1COc2c(N3CCN(C)CC3)c(F)cc3c(=O)c(C(=O)O)cn1c23 | ? | -4% | ? |
| 17 | Nc1ccc(C(=O)Nc2ccccc2N)cc1 | -1% | 2% | -11% |
| 18 | C=C1c2cccc(O)c2C(=O)C2C(=O)[C@]3(O)C(=O)C(C(N)=O)C(=O)[C@@H](N(C)C)[C@@H]3[C@@H](O)[C@H]12 (stereo partly specified) | ? | 8% | ? |
| 19 | c1ccc2c(CC3=NCCN3)cccc2c1 | 4% | -8% | 3% |
| 20 | O=c1cc[nH]c(=O)[nH]1 | 2% | -5% | 13% |
| 21 | Nc1cc(-c2ccncc2)c[nH]c1=O | -6% | 0% | -9% |
| 22 | CC(Oc1c(Cl)cccc1Cl)C1=NCCN1 (stereo unspecified) | 3% | · | -7% |
| 23 | C[C@H](CCC(=O)O)[C@H]1CC[C@H]2[C@@H]3[C@@H](O)C[C@@H]4C[C@H](O)CC[C@]4(C)[C@H]3CC[C@]12C | -1% | 2% | 44% |
| 24 | CC[C@@H]1C(=O)OC[C@@H]1Cc1cncn1C | 1% | -1% | 2% |
| 25 | O=C(O)[C@@H]1[C@H]2C[C@H]3c4[nH]c5ccccc5c4CCN3C[C@@H]2CC[C@@H]1O | 0% | 6% | 40% |
| 26 | COc1nc(C)nc(Cl)c1NC1=NCCN1 | -4%&-2% | -3%&-11% | -9%&-3% |
| 27 | COc1cc2nc(N3CCN(C(=O)C4COc5ccccc5O4)CC3)nc(N)c2cc1OC (stereo unspecified) | 24% | 5% | 44% |
| 28 | NS(=O)(=O)c1cc2c(cc1C(F)(F)F)NC(Cc1ccccc1)NS2(=O)=O (stereo unspecified) | -3% | -1% | 3% |
| 29 | O=C(O)COC(=O)Cc1ccccc1Nc1c(Cl)cccc1Cl | 5% | -1% | 4% |
| 30 | CCC[C@H](N[C@@H](C)C(=O)N1[C@H](C(=O)O)C[C@@H]2CCCC[C@@H]21)C(=O)OCC | 1% | 1% | -9% |

| No. | Salmonella PhoP GFP | inhibitors of VEEV |
| --- | --- | --- |
| 16 | <0.23µM* | 1.6% |
| 17 | -2% | 0.2% |
| 18 | · | 2.6% |
| 19 | -6% | i |
| 20 | -18% | 1.4% |
| 21 | -3%&-21% | 1.3% |
| 22 | 6% | · |
| 23 | -6% | 2.6% |
| 24 | -6% | 0.9% |
| 25 | -9% | i |
| 26 | -4% | 0.7%&1.3% |
| 27 | 5%&-17% | 10% |
| 28 | -1%&1% | i |
| 29 | 6% | 0.4% |
| 30 | 11% | 1.2% |

A portion of the library; count on the stated rates, not on these rows.
